# Screening data as filed in PubChem.
# D2 potentiator: positive allosteric modulators of human D2 dopamine receptor | potentiation, % at 10 µM | P14416 | HEK293 T-REx D2, calcium flux, EC20 dopamine potentiation | 340,000 compounds, 0.34% hits;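 active = potentiation over 3 SD above the plate norm, cut at about 30% in these data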; also: 0% is about no effect
#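 Cells plated with tetracycline inducer and held overnight at 30 C; calcium dye loaded 30–90 min at room temperature; baseline taken, compound added and read 180 s; EC20 dopamine then added and read 180 s.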
# D1 ag: agonists of human D1 dopamine receptor; P21728; HEK293 T-REx D1 cells, calcium flux, agonist mode; activation, % at 2 µM; 360,000 compounds, 1% hits; AID 504660; also: 0% is about no effect
#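 Agonism was scored from calcium flux recorded over 180 s (1 read/s) after pintool compound addition, following a 10-cycle baseline. Cells were inducible force-coupled HEK293 TREx D1, plated overnight at 30 C and loaded with no-wash calcium dye.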
# D1 PAM: potentiators of human D1 dopamine receptor; P21728; HEK293 TREx D1 cells, calcium flux, dopamine EC20 potentiation; potentiation, % at 10 µM; 360,000 compounds, 0.036% hits; AID 504651; in the data active = potentiation above about 30%; also: 0% is about no effect
# TRHR ag: TRH receptor (human) agonism | activation, % at 2 µM | 360,000 compounds, 0.18% hits | TRHR cells, calcium flux fluo-8, FDSS agonist mode; also: 0% is about no effect
#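 TRHR-expressing cells, plated overnight in medium with 10% serum, were loaded with fluo-8 calcium dye at room temperature. After a 10 s baseline, library compound was pin-added and calcium release was recorded kinetically (ex 480/em 530) as agonist response.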
# D2 agonist: D2 dopamine receptor (human) agonism | P14416 | HEK293 T-REx D2 cells, calcium flux agonist mode | activation, % at 2 µM | 340,000 compounds, 0.53% hits;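 active = activation over 3 SD above normal in the single-dose calcium agonist read, cut at about 30% in these data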; also: 0% is about no effect
#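 In this primary screen, compounds producing a positive calcium signal within 180 s of addition to tetracycline-induced, force-coupled HEK293 Trex D2 cells are flagged; cells are dye-loaded with a no-wash calcium kit beforehand.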
# TRHR enhancer: allosterically enhances the human TRH receptor; P34981; TRHR cells, fluo-8 calcium fluorescence, EC20 TRH enhancement; enhancement, % at 2 µM; 360,000 compounds, 0.66% hits; AID 493056; in the data active = enhancement above about 30%; also: 0% is about no effect
#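 TRHR-expressing cells loaded with fluo-8 calcium dye were read kinetically (ex 480/em 530) during compound addition, then stimulated with an EC20 of TRH (10 nM final). Enhancement of the Gq-mediated intracellular calcium response was scored.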
# RXFP1 antag: RXFP1 (human) relaxin receptor antagonism. HEK293-RXFP1, relaxin-stimulated cAMP HTRF, 30 min; active compounds read low. AID 1259400. 350,000 compounds, 0.59% hits. activity change, negative = inhibition, % at 57.5 µM;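 active = activity change of -60% or lower, but not beyond a set lower limit; inconclusive = change between -60% and -40%, or beyond the set limit; inactive = change above -40%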; also: % is scaled to controls: 0 for no effect and ±100 for the full control effect
# Target sequence (Q9HBX9 whole entry, looked up): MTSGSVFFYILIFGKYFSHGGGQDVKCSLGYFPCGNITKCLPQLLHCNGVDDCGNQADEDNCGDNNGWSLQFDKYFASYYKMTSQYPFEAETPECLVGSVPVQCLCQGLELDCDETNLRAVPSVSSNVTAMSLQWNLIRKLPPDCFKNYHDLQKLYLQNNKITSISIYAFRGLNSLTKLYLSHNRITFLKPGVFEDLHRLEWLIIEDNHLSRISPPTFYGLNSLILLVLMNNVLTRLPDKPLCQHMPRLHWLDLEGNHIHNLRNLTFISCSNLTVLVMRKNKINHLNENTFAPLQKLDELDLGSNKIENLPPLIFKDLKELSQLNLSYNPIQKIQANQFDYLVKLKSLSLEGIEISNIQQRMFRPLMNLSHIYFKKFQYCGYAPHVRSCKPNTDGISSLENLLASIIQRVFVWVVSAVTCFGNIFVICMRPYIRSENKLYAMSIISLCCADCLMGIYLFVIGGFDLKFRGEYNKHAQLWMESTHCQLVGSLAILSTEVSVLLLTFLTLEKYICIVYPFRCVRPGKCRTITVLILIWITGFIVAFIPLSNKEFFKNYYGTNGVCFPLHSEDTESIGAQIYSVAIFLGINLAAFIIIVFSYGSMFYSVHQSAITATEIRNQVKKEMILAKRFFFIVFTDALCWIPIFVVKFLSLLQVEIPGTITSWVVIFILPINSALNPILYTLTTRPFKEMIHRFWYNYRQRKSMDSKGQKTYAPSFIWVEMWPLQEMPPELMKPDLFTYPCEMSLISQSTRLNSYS
# D1 antag: antagonists of human D1 dopamine receptor; activity change, negative = inhibition, % at 10 µM; AID 504652; 360,000 compounds, 3.2% hits; P21728; HEK293 TREx D1 cells, calcium flux, dopamine EC80; active compounds read low; in the data active = activity change below about -30%; also: % is scaled to controls: 0 for no effect and ±100 for the full control effect
#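 Compound effects on dopamine-evoked calcium signalling were measured in tetracycline-induced HEK293 Trex D1 cells. Dopamine at EC80 followed a 180 s compound pre-read, and fluorescence was tracked kinetically for 180 s more.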
# D2 antag: D2 dopamine receptor (human) antagonism | P14416 | HEK293 TREx D2 cells, calcium flux, dopamine EC80 | inhibition, % at 10 µM | 340,000 compounds, 2% hits | AID 485344; in the data active = inhibition above about 30%; also: 0% is about no effect
#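 Overnight-induced (tetracycline, 30 C) HEK293 T-REx cells carrying force-coupled D2 receive a no-wash calcium dye, then compound, then EC80 dopamine at 180 s; signals are read kinetically throughout.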
# Active calls of the source: *; ? = inconclusive; . = not tested or not shown; & = joins results of further samples; ! = not confirmed by another sample. Rule as the data show it, unless noted: active = activation above about 30%; inactive = the rest. Not all compounds are listed (hit frequency here may not be typical).
SMILES,D2 potentiator,D1 ag,D1 PAM,TRHR ag,D2 agonist,TRHR enhancer,RXFP1 antag,D1 antag,D2 antag
COc1c(O)cc2c(c1O)C1OC(CO)C(O)C(O)C1OC2=O (stereo unspecified),-5.3,-0.9,-6.7,0.4,1.1,11.3,.,21.3,1.4
Nc1cc(-c2ccncc2)c[nH]c1=O,0.7,12.8,-0.3,1.5,3.9,3.0,13.8,-5.3,9.3
CC(=O)[C@H]1CC[C@H]2[C@@H]3C[C@H](C)C4=CC(=O)CC[C@]4(C)[C@H]3[C@@H](O)C[C@]12C,-0.8,2.4,-3.1,0.4,1.7,4.2,-35.6,-4.2,-2.3
COc1ccccc1OCC(O)COC(N)=O (stereo unspecified),3.6,2.3,-2.7,-0.5,19.7,-5.2,-15.1,-14.1,26.8
CC1=NN(c2ccccc2)C(=O)C1,9.6,4.1,2.0,0.1,1.3,6.2,-9.9,2.7,12.7
NS(=O)(=O)c1cc2c(cc1C(F)(F)F)NC(Cc1ccccc1)NS2(=O)=O (stereo unspecified),9.0,1.9,5.0,0.6,1.3,2.9,3.6,1.8,-18.0
C[C@H](CCC(=O)O)[C@H]1CC[C@H]2[C@@H]3[C@@H](O)C[C@@H]4C[C@H](O)CC[C@]4(C)[C@H]3CC[C@]12C,-12.4,1.8,-11.3,0.4,9.1,1.7,.,17.2,-23.9
CCCCC1CCC(CCCC(C)CCC(=O)O)CC1 (stereo unspecified),10.2,-0.6,0.2,-1.1,-2.2,-3.0,-5.7,5.2,.
CC(C)Cn1cnc2c1c(=O)n(C)c(=O)n2C,3.9,1.0,7.5,0.4,0.9,1.7,10.9,1.0,-9.2
CC(C)=CC(=O)O[C@@H]1Cc2cc3ccc(=O)oc3cc2OC1(C)C,-4.0,-0.4,-1.6,-0.2,0.5,3.0,.,-19.3,-5.2
Cc1nc2c3ccccc3nc(NNC(=O)CCC(=O)N3CCN(c4ccccc4)CC3)n2n1,0.6&-20.4,4.0&1.6,2.2&-4.6,1.2&0.5,30.9*!,-1.6&-5.4,-0.1&6.6,-6.5&1.4,27.4
Cc1coc2c1C(=O)C(=O)c1c-2ccc2c1CCCC2(C)C,-1.3,-4.5,6.7,-0.8,0.5,-2.3,-2.5,-4.1,0.1
CCCn1ncc(CN2CCCC(C(=O)c3cccc(OC(C)C)c3)C2)c1C (stereo unspecified),4.3,13.6,-4.9,-0.8,-1.7,5.9,4.4,-6.6,4.1
COc1ccc(CN(CCN(C)C)c2ccccn2)cc1,-5.1&-12.3,1.5&4.9,2.0&-4.2,0.4&0.2,0.9&-0.3,-8.9&-4.3,-25.0,-12.6&-1.4,-8.1&-7.5
C/C=C/C=N\NC(=O)c1ccncc1,0.5,-0.1,-3.2,-0.3,0.2,-3.6,.,-3.6,15.7
CC(C)Cc1ccc(C(C)C(=O)O)cc1 (stereo unspecified),7.5,1.8,4.8,-0.6,1.4,-3.6,-15.4,-11.2,-17.7
Cc1nn(CC(=O)NCCc2ccccc2)c(=O)c2c1sc1ccccc12,-4.5,3.8,-2.0,-0.5,-0.7,-4.1,-10.9,-1.1,.
CC(=O)N1C[C@H](O)C[C@H]1C(=O)O,17.1,0.0,0.4,-1.4,-0.4,17.2,6.6,-12.1,-2.4
CN(C)CCCN1c2ccccc2Sc2ccccc21,.,41.9*,-4.3,2.3,.,11.9,?,-80.8*,.
CNC(=O)c1ccc(CSc2nc3ccncc3n2Cc2ccc(C)cc2)cc1,-11.5,-1.3,-3.8,-0.3,1.0,-0.1,-13.9,-16.5,.
CCOC(=O)C1(CCOc2ccccc2)CCN(Cc2ccc(O)c(Cl)c2)CC1,-18.3,23.8,-6.5,0.1,-0.8,-5.0,-5.6,-39.1*,-10.3
O=C1N(c2ccccc2)c2ccccc2C1(Cc1ccncc1)Cc1ccncc1,-2.4,-0.8,-2.5,-0.1,-1.9,-3.0,2.5,-20.7,-1.0
O=c1cc[nH]c(=O)[nH]1,6.7,1.2,1.6,0.8,-0.1,-3.7,7.5,2.4,-3.8
CC1(C)OC2CC3C4CC(F)C5=CC(=O)C=CC5(C)C4(F)C(O)CC3(C)C2(C(=O)CO)O1 (stereo unspecified),-2.2,1.8,-1.3,1.5,-0.2,-14.7,-11.0,-1.6,-1.0
CC1(C)O[C@H]2CC(=O)OCC23[C@H]2CC[C@@]4(C)[C@H](c5ccoc5)OC(=O)[C@H]5O[C@]54[C@]2(C)C(=O)C[C@@H]13 (stereo partly specified),9.7,1.7,1.4,-0.1,1.4,4.4,5.2,-3.5,4.2
O=C1NCC2(CCN(CCc3ccccc3)CC2)O1,7.7,0.2,-4.7,0.0,-2.5,-9.2,-6.7,1.2,15.1
COc1ccc(NC(=O)Cn2ccn(-c3ccc(C)c(C)c3)c(=O)c2=O)cc1Cl,5.2,12.5,-3.8,-0.4,-0.4,-2.2,-6.4,-16.3,.
C[C@]12CC[C@H]3[C@@H](CCC4=CC(=O)CC[C@@]43C)[C@@H]1CC[C@@H]2C(=O)CO,16.0,2.3,0.1,-0.3,1.1,-1.2,-10.9,-15.0,-8.8
COc1ccc(C(=O)Nc2nc3ccccc3n2CCOc2ccc(Cl)cc2)cc1,-19.4,4.1,-3.0,-0.2,.,-5.2,2.7,-10.7,.
O=C(O)[C@@H]1[C@H]2C[C@H]3c4[nH]c5ccccc5c4CCN3C[C@@H]2CC[C@@H]1O,-12.9,1.7,-6.1,1.2,40.9*,5.9,9.2,16.6,68.0*
CCOc1ccc(S(=O)(=O)N2CCCCCC2)c2ccccc12,2.3,6.7,5.4,0.0,-0.3,-1.2,16.4,1.2,19.6
Cc1oc(-c2cccc(Cl)c2)nc1Cn1c(SCc2ccccc2F)nc2ccncc21,11.6,3.4,-3.6,1.4,-0.4,3.9,.,-17.7,.
Cc1cc(C)nc(/N=C(\N)Nc2ccc(S(N)(=O)=O)cc2)n1,7.5,2.7,-3.0,1.4,0.7,-3.7,2.3,4.0,-1.5
Cc1nc2c3ccccc3nc(NNC(=O)CCC(=O)N3CCN(c4cc(Cl)ccc4C)CC3)n2n1,-5.8,-0.7,-3.9,0.1,-0.3,-3.6,-6.1,-3.6,.

# A draw from above in order of number of heavy atoms, highest first.
SMILES,D2 potentiator,D1 ag,D1 PAM,TRHR ag,D2 agonist,TRHR enhancer,RXFP1 antag,D1 antag,D2 antag
COc1ccc(NC(=O)Cn2ccn(-c3ccc(C)c(C)c3)c(=O)c2=O)cc1Cl,5.2,12.5,-3.8,-0.4,-0.4,-2.2,-6.4,-16.3,.
CCOc1ccc(S(=O)(=O)N2CCCCCC2)c2ccccc12,2.3,6.7,5.4,0.0,-0.3,-1.2,16.4,1.2,19.6
Cc1cc(C)nc(/N=C(\N)Nc2ccc(S(N)(=O)=O)cc2)n1,7.5,2.7,-3.0,1.4,0.7,-3.7,2.3,4.0,-1.5

# 6 compounds from above, reduced to TRHR ag, D1 ag and D1 PAM:
molecule	TRHR ag	D1 ag	D1 PAM
COc1ccc(NC(=O)Cn2ccn(-c3ccc(C)c(C)c3)c(=O)c2=O)cc1Cl	-0.4	12.5	-3.8
C[C@]12CC[C@H]3[C@@H](CCC4=CC(=O)CC[C@@]43C)[C@@H]1CC[C@@H]2C(=O)CO	-0.3	2.3	0.1
COc1ccc(C(=O)Nc2nc3ccccc3n2CCOc2ccc(Cl)cc2)cc1	-0.2	4.1	-3.0
O=C(O)[C@@H]1[C@H]2C[C@H]3c4[nH]c5ccccc5c4CCN3C[C@@H]2CC[C@@H]1O	1.2	1.7	-6.1
CCOc1ccc(S(=O)(=O)N2CCCCCC2)c2ccccc12	0.0	6.7	5.4
Cc1oc(-c2cccc(Cl)c2)nc1Cn1c(SCc2ccccc2F)nc2ccncc21	1.4	3.4	-3.6
